Assay outcomes (PubChem)
WT yeast gro inh: growth inhibition of WT yeast, mitochondrial fusion screen; AID 1362; hit rate 2.1% among 190,000; inhibition, % at 10 µM; mitochondrial fusion phenotypic screen, WT strain; in the data active means inhibition above about 58%; tested in S. cerevisiae
MT stabilize HCS: microtubule stabilization, imaging screen. hit rate 0.83% among 200,000. % tubulin-high responders, % at 10 µM. HeLa tubulin immunostaining HCS, 24 h; share of cells brighter than vehicle mean+2SD;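 active means plate Z-score above 3 for both tubulin-high and condensed-nucleus cell shares, with cell loss under 80%, at 10 µM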;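 further: anti alpha tubulin signal scored within the nucleus-defined area of each cell; some results filed as inactive read as strong as hits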
T cell HTS: T cell immune modulators affecting CD8 T cell-vesicle binding. AID 2052. hit rate 0.068% among 330,000. calls only at 7 µM. 2C CD8+ T cell-vesicle binding, flow cytometry; stronger effect = lower value;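 active means response, share of CD8 T cells binding vesicles, and their 90th percentile fluorescence all below set limits, cut at about 80% in these data, passing the limit was not always enough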
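System: murine 2C transgenic CD8+ T lymphocytes; also added: QL9-loaded Drosophila micro-vesicles; times: binding 1.5 h at 37 °C; measured by: flow cytometry, PE anti-B7-1 (FL2) versus Alexa647 anti-CD8 (FL8), PFA-fixed; control set: Peptide-free naked vesicles (low) and QL9 vesicles with 0.7% DMSO vehicle (high)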
Autophagy mod: modulators of autophagy; MEF GFP-LC3 puncta imaging; test concentration mostly 10 µM; calls only at 10 µM (by protocol); hit rate 0.98% among 190,000; AID 463193;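 active means percentage of spot-positive cells more than 3 SD above its plate mean, without a fluorescence outlier flag or 80% toxicity; inconclusive means no clear call, values can overlap the other calls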;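 further: spot-positive cell cutoff set from DMSO-treated cells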
bCat nuc transl: beta-catenin nuclear translocation modulation. HeLa beta-catenin nuclear translocation, immunofluorescence imaging. nuclear translocation activity, % at 5 µM. hit rate 0.3% among 190,000. AID 1665;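 active means nuclear translocation activity above 50% at 5 µM, with a well cell count of 50 or more; inconclusive means wells under 50 cells across six images, flagged as toxic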;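 further: per-cell ratio of nuclear to cytoplasmic median beta-catenin stain intensity; plate controls were DMSO negative control for no effect and GSK-3 inhibitor IX positive control for full effect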
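Read-out: Nuclear/cytoplasmic beta-catenin signal ratio, % activation | Assay system: Human HeLa cell line | Times: 24 h compound exposure at 37°C, 5% CO2 | Signal: Fluorescence imaging of beta-catenin antibody stain plus DAPI | Dosing: 5 µM primary, 0.02–20 µM confirmation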
Hep lipid drop: hepatic lipid droplet formation modulation; AID 1656; hit rate 0.4% among 240,000; inhibition, % at 6.5 µM; AML12 mouse hepatocytes, oleate lipid droplets, BODIPY imaging;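 active means lipid droplet intensity inhibited by at least 50%, with more than 500 cells counted; inconclusive means wells with under 300 cells, treated as cytotoxic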
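Technique: fluorescence imaging, 20x objective, two fields per well / Assay system: AML12 hepatocytes (mouse) / Measure: % inhibition of lipid droplet signal / Doses: 6.5 µM single-point dosing / Incubation: overnight exposure / Reagent: 100 µM oleic acid challenge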
West Nile virus CPE: inhibition of WNV-induced cytopathic effect – cell-based, CPE readout (AID 1621); West Nile virus-infected cells, CPE inhibition; higher % means a stronger effect; CPE inhibition, % at 10 µM, or IC50 in µM where a hit was titrated; hit rate 0.02% among 290,000; in the data active means a potency from the dose series; inconclusive means CPE inhibition mostly from about 3.7% at the one dose, without a potency; inactive means the rest, 99 in 100 with CPE inhibition below about 2.2%; further: strong numbers were not always called active
Ins promoter up: MIN6 insulin promoter up-regulation; z-score at 5 µM; MIN6 insulin promoter-GFP reporter, high-content imaging; stronger effect = higher value; hit rate 0.3% among 190,000;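 active means z-score above 3 at 5 µM with at least 500 cells counted in the well; inconclusive means wells under 500 cells, flagged as cytotoxic or low count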
Myeloid diff 2: compounds promoting myeloid differentiation | ER-HoxA9 myeloid progenitors, lysozyme-GFP differentiation, flow cytometry | calls only at 10 µM | hit rate 1% among 360,000 | AID 624256;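 active means normalized GFP-positive differentiation at or above the plate's own cutoff, the solvent-only control mean plus 3 SD; inconclusive means no clear call, values can overlap the other calls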;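 further: cells exposed to compound for four days before flow analysis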
WT yeast gro inh mutant strain: recorded beside WT yeast gro inh, whose call it bears; inhibition, %; mitochondrial fusion phenotypic screen, mutant strain inhibition
Ins promoter up cell count: second read-out of Ins promoter up, no call of its own (marks repeat the call); cell count; measured here: cytotoxicity, nuclei count;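 total cells summed across four imaged fields per well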
Hep lipid drop cells 6.5 µM: second read-out of Hep lipid drop, no call of its own (marks repeat the call); cell count; measured here: cell count, cytotoxicity flag;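 cells counted across two imaged fields per well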
bCat nuc transl cell count 5 µM: second read-out of bCat nuc transl, no call of its own (marks repeat the call); cell count; measured here: cell count, cytotoxicity flag
T cell HTS vesicle-bound %: further read-out of T cell HTS, marked with its call; double positive events, %; measured here: CD8+ vesicle-bound cell fraction;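 binding gate set so that unloaded-vesicle control wells show 10% double positive cells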
MT stabilize HCS Hoechst-high %: recorded beside MT stabilize HCS, whose call it bears; % Hoechst-high responders; measured here: nuclear condensation Hoechst responders;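 share of cells brighter than vehicle mean plus two SD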
MT stabilize HCS cytotoxicity %: second read-out of MT stabilize HCS, no call of its own (marks repeat the call); toxicity, %; measured here: cytotoxicity by cell density;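 0% = mean cell density of plate MIN control wells and 100% = no cells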
Autophagy mod cell loss 18 h: second read-out of Autophagy mod, no call of its own (marks repeat the call); toxicity, %; measured here: cell loss, nuclei count;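 cell loss after 18 h compound exposure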
Myeloid diff 2 GFP+ MAC1+ %: recorded beside Myeloid diff 2, whose call it bears; GFP+ MAC1+ double positive, %; measured here: differentiation confirmed by MAC1 staining
The depositor's hits bear a star; i = inactive; ? = inconclusive; . = no result given.

The line under a structure holds: T cell HTS	MT stabilize HCS	Ins promoter up cell count	West Nile virus CPE	MT stabilize HCS cytotoxicity %	WT yeast gro inh	Hep lipid drop cells 6.5 µM	Myeloid diff 2	MT stabilize HCS Hoechst-high %	bCat nuc transl	Hep lipid drop	bCat nuc transl cell count 5 µM	T cell HTS vesicle-bound %	Autophagy mod cell loss 18 h	Myeloid diff 2 GFP+ MAC1+ %	WT yeast gro inh mutant strain	Ins promoter up	Autophagy mod
- N#Cc1ccc(C(=O)NCC(c2ccco2)N2CCCC2)cc1 (stereo unspecified)
  i	4.5	1345	0.0%	1.4	-3.3	.	i	1.3	-1.2	.	931	44.7	1.3	1.3	-18.5	0.27	i
- O=C(Cc1ccccc1[N+](=O)[O-])Nc1ccc(S(=O)(=O)N2CCCC2)cc1
  i	.	.	-0.8%	.	.	645	i	.	.	-5.9	.	39.9	.	1.8	.	.	.
- COc1ccc(NC(=O)CSc2nnc(-c3ccco3)n2C)cc1
  i	2.1	1053	0.9%	8.8	5.8	744	i	3.4	2.5	24.7	1101	17.5	-6.3	0.7	23.7	0.21	i
- O=C(CSc1ccc(-c2nc3ccccc3[nH]2)cn1)Nc1ccc(S(=O)(=O)NC2CC2)cc1
  i	3.9	1341	-0.1%	10.2	-1.4	710	i	2.3	2.2	1.2	1019	37.3	6.6	0.8	0.1	-0.57	i
- CS(=O)(=O)c1ccc2nc(NC(=O)CCC(=O)c3cccs3)sc2c1
  i	3.4	1302	0.2%	10.4	7.9	691	i	1.9	.	-8.2	.	35.1	-4.4	0.4	10.6	0.81	i
- CC(=O)c1ccc(N=Nc2c(C)[nH]n(-c3ccccc3)c2=O)cc1
  i	.	.	0.0%	.	.	793	i	.	.	27.5	.	32.2	.	0.3	.	.	.
- Cc1cccc(-n2cnc3cc(C(=O)N4CCc5ccccc54)ccc32)c1
  i	4.2	.	0.4%	5.2	20.2	414	i	2.6	2.1	-7.1	1102	9.2	-9.4	1.3	-15.8	.	i
- CC1CCCCC1NC(=O)CCS(=O)(=O)c1cc2c(cc1Cl)NC(=O)CO2 (stereo unspecified)
  i	.	.	0.0%	.	.	765	i	.	.	-9.4	.	32.3	.	1.0	.	.	.
- CN(C)S(=O)(=O)Nc1ccc2c(c1)Cc1ccccc1-2
  i	4.3	810	-0.5%	5.4	-1.6	769	i	1.5	-0.6	1.7	1109	26.3	0.0	3.6	-12.7	-0.29	i
- CCOC(=O)c1sc(NC(=O)CCN2CCOCC2)c(C(=O)OCC)c1C
  i	4.8	.	-0.4%	8.2	2.8	.	i	3.6	-1.7	.	925	24.6	6.5	0.3	6.4	.	i
- CCOc1ccc(N(CC(=O)Nc2cccc(Br)c2)S(C)(=O)=O)cc1
  i	.	.	-1.1%	.	.	820	i	.	.	-6.2	.	52.4	.	0.5	.	.	.
- O=C(Nc1nnc(-c2ccc(F)cc2)s1)Nc1ccccc1F
  i	.	1055	0.3%	.	.	609	i	.	0.2	12.9	1295	12.5	.	0.3	.	-0.24	.
- COc1ccccc1Oc1ccccc1[N+](=O)[O-]
  i	.	1369	-0.4%	.	.	704	i	.	-0.1	3.2	1271	12.5	.	0.4	.	1.24	.
- COc1ccc(S(N)(=O)=O)cc1C(=O)OCCCOc1ccc(F)cc1
  i	.	.	-0.1%	.	.	406	i	.	.	10.2	.	62.8	.	0.5	.	.	.
- CN(C#N)c1nc(N2CCOCC2)nc(N2CCOCC2)n1
  i	3.5	.	-0.1%	7.9	.	.	i	3.5	.	.	.	24.2	-2.3	0.2	.	.	i
- CCCCC(CC)C(=O)Nc1cc([N+](=O)[O-])ccc1F (stereo unspecified)
  i	1.5	1273	-1.2%	9.2	7.8	666	i	0.8	-0.9	8.1	1011	29.3	8.4	0.3	-21.1	0.63	i
- O=C(CCC(=O)OCCCC(F)(F)C(F)(F)F)NC1CCCCC1
  i	1.9	1304	0.6%	14.1	-3.6	670	i	2.6	.	-0.8	.	32.4	-2.0	5.9	19.4	0.01	i
- CC(=O)Nc1cccc(NC(=S)Nc2cccc(Cl)c2C)c1
  i	0.8	1582	0.3%	6.1	6.7	659	i	3.1	-3.1	2.7	920	37.0	1.3	1.0	8.1	1.21	i
- CN(C(=O)OCc1ccccc1)C(CC(N)=O)C(=O)O (stereo unspecified)
  i	3.5	1053	0.0%	7.3	15.4	.	i	2.1	1.6	.	1118	7.1	5.8	6.1	-13.1	-0.23	i
- CN(C)c1ccc(NC(=O)CSc2nc3c(c(=O)[nH]2)CCCC3)cc1
  i	1.9	1205	-0.1%	5.1	-4.0	733	i	2.5	-0.9	6.4	1107	62.3	16.3	17.7	0.8	-0.58	i
- O=C(O)Cc1ccc(NC(=O)COc2ccc3ccccc3c2)cc1
  i	.	.	-0.5%	.	.	721	i	.	.	-2.7	.	28.1	.	1.0	.	.	.
- CC(=O)NC1(C(=O)O)CCCC1
  i	.	1421	0.4%	.	.	702	i	.	-0.7	2.3	1212	19.3	.	0.5	.	0.78	.
- COc1ccccc1C(CC(N)=O)c1ccco1 (stereo unspecified)
  i	1.9	1656	0.9%	5.8	11.1	.	i	1.8	-0.4	.	1292	42.2	3.6	1.2	2.2	-0.46	i
- CCOC(=O)/C(C#N)=N/Nc1ccccc1C(=O)O
  i	.	1100	0.0%	.	.	740	i	.	-0.2	-16.8	1324	12.6	.	0.6	.	-0.37	.
- COC(=O)CSC1=C(C#N)C(c2sccc2C)CC(=O)N1 (stereo unspecified)
  i	1.4	794	-0.2%	21.3	-17.8	671	i	2.8	-0.6	-11.9	1252	30.9	0.5	0.0	-8.5	-0.01	i
- NC(=O)c1cc2ccncc2c2ccccc12
  i	.	.	0.1%	.	.	725	i	.	-0.6	-5.7	1268	15.6	.	0.1	.	.	.
- CCOC(=O)c1ccccc1NC(=O)CC1SC(=NC)N(C)C1=O (stereo unspecified)
  i	2.9	1086	0.1%	5.0	7.4	823	.	2.7	3.3	1.6	1098	47.6	19.4	.	-3.0	0.83	i
- O=C(Nc1ccccc1)c1ccc(NCC2CCCO2)c([N+](=O)[O-])c1 (stereo unspecified)
  i	4.1	1544	-0.6%	9.5	-9.4	642	i	2.4	0.2	13.4	1026	50.9	-1.6	0.7	-24.1	2.33	i
- Cc1cc(C(=O)N/N=C/c2ccc(N(C)C)cc2)c2ccccc2n1
  i	4.8	.	0.1%	1.6	13.6	757	?	2.4	3.5	17.0	494	61.5	20.4	.	8.6	.	i
- O=C(N/C=N/O)C1=NOC(CNc2ncc(C(F)(F)F)cc2Cl)C1 (stereo unspecified)
  i	1.1	.	0.2%	13.4	-17.3	742	.	1.6	.	5.9	.	39.8	4.8	.	0.0	.	i
- CC1CCOC2(O1)C(=O)N(CN1CCN(c3ccccc3F)CC1)c1ccccc12 (stereo unspecified)
  i	1.5	.	.	10.8	-0.6	.	i	1.5	.	.	.	42.8	-7.9	2.4	1.0	.	i
- O=S(=O)(N1CCCCC1)N1CCN(S(=O)(=O)N2CCCCC2)CC1
  .	2.3	1320	0.1%	8.7	5.2	745	i	1.8	-3.8	0.7	1182	.	8.2	0.6	-1.9	0.08	i
- O=C(NC(Cc1ccccc1)C(=O)O)C1CCN(S(=O)(=O)c2cccc(C(F)(F)F)c2)CC1 (stereo unspecified)
  i	.	.	-0.2%	.	.	851	i	.	.	12.1	.	55.4	.	0.4	.	.	.
- COc1ccc(CN2C(=O)c3cccnc3C2=O)cc1S(=O)(=O)N(C)Cc1ccco1
  i	.	.	0.1%	.	.	748	i	.	.	-1.3	.	52.0	.	0.7	.	.	.
- CC(=O)c1ccc(OCC(O)CN2CCN(CC(O)COc3ccc(C(C)=O)cc3)CC2)cc1 (stereo unspecified)
  i	3.2	1101	-0.2%	8.8	15.6	766	.	2.5	-1.8	5.9	1178	13.5	26.1	.	6.2	0.12	i
- O=C(Cc1ccccc1)NCC(=O)Nc1cccc(Br)c1
  i	1.8	1139	-0.5%	0.3	7.8	721	i	1.8	-0.8	1.8	1048	51.5	-25.6	0.5	3.9	-0.44	i
- COCCOC(=O)c1c(C)oc2ccc(OC(=O)c3ccc4c(c3)OCO4)cc12
  i	3.6	1613	-0.2%	0.9	23.8	649	i	1.5	1.7	-27.9	1146	15.6	0.8	0.8	19.2	-0.06	i
- O=C(NC(=S)Nc1ccccc1N1CCOCC1)c1ccc([N+](=O)[O-])cc1
  i	2.4	1338	-0.2%	5.6	-4.3	656	i	2.7	-3.8	19.7	565	45.5	0.4	0.2	-2.1	0.26	i
- Cc1ccc(-c2csc(N)n2)s1
  i	2.9	1112	0.3%	18.0	22.8	.	i	3.8	1.5	.	1101	32.1	13.5	0.6	10.6	0.32	i
- COc1ccc(C2CC(c3ccccc3)=NN2C(=O)c2ccc(F)cc2)cc1 (stereo unspecified)
  i	.	.	-0.5%	.	.	808	i	.	.	-13.3	.	30.6	.	0.7	.	.	.
- O=C1Nc2ccc(Br)cc2C1=C1CCCCC1
  i	.	.	0.0%	.	.	756	i	.	.	-26.7	.	53.2	.	0.7	.	.	.
- CCOc1ccc(NC(=O)c2sc3nc(N4CCOCC4)c4c(c3c2N)CCCC4)cc1
  i	.	.	0.2%	.	.	673	?	.	.	-3.1	.	44.5	.	.	.	.	.
